Compound activity from PubChem.
UPR XBP1 act – activators of adaptive XBP1 UPR arm, primary screen, cell-based, CHO-XBP1 luciferase reporter, luminescence, uHTS. IRE1-XBP1 UPR activation; percent of tunicamycin response, DMSO as zero. activation, % at 20 µM. actives 0.33% (n = 330,000);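 active = versus positive control, 20 µM dose yields 30% or more activation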;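 note: 100% = tunicamycin at 10 µg/mL and 0% = DMSO only wells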
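Material: CHO-XBP1 cells stably carrying IRE1-XBP1-driven luciferase reporter | Medium: F12 with 10% serum | Compound dosing: 20 µM single concentration, DMSO 1% | Incubation: Overnight seeding at 37 °C, 6 h compound treatment at 37 °C | Detection: Steady-Glo luminescence read | Read-out basis: % activation of reporter signal versus tunicamycin and DMSO controls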
TIM10 inh – growth inhibitors of isogenic TIM10 control yeast, primary screen, counter-screen for tim10-1 yeast inhibitor project, luminescence, uHTS. actives 1.4% (n = 330,000). inhibition, % at 10 µM. S. cerevisiae TIM10 strain growth, BacTiter-Glo luminescence, 24 h;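 active = inhibition of 40% or more at the single tested concentration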;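 note: wild-type TIM10 isogenic control strain grown at permissive 25 °C; 0% = DMSO yeast wells and 100% = minimal medium wells without yeast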
tim10-1 inh – growth inhibitors of tim10-1 mutant yeast, primary screen, luminescence, uHTS | inhibition, % at 20 µM | S. cerevisiae tim10-1 ts strain growth, BacTiter-Glo, 24 h | AID 463190, 2010 | actives 2.2% (n = 330,000);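 active = inhibition of at least 40%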;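 note: mutant grown at 25 °C; 0% = DMSO wells with yeast and 100% = wells holding no yeast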
UPR CHOP act – activators of apoptotic CHOP UPR arm, primary screen, cell-based, CHO-CHOP luciferase reporter, luminescence, uHTS; activation, % at 10 µM; UPR activation; percent of tunicamycin response over DMSO baseline; actives 0.34% (n = 330,000); AID 449763, 2010;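 active = at 10 µM dose, activation of 40% or more, normalized to positive control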;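 note: 100% = tunicamycin at 10 µg/mL and 0% = DMSO alone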
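System: CHO CHOP reporter cells. Amount: 500 cells per well. Buffer or medium: F12 medium, 10% FBS. Compound dosing: one dose, 10 µM in 0.5% DMSO. Incubation: 6 h compound exposure at 37 °C after overnight seeding. Technique: Steady-Glo luciferase luminescence. Benchmarks: tunicamycin and DMSO controls.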
tim23-1 inh – growth inhibitors of tim23-1 mutant yeast, primary screen, luminescence, uHTS; S. cerevisiae tim23-1 growth, BacTiter-Glo luminescence, 24 h; inhibition, % at 20 µM; actives 1.3% (n = 330,000);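 active = growth inhibition of the mutant yeast at or above 50%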;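 note: temperature-sensitive mutant grown at 25 °C; plate controls were DMSO-treated mutant yeast for no effect and medium wells lacking yeast for full effect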
Jurkat NFkB inh – inhibitors of induced NF-kB luciferase reporter, primary screen, TCR NF-kB activation inhibitor project, cell-based, luminescence, uHTS; Jurkat, PMA/ionomycin-induced NF-kB luciferase reporter; inhibition, % at 4 µM; actives 0.53% (n = 330,000); AID 435003, 2010; in the data active = inhibition above about 50%
Mdm2 MdmX PPI – inhibitors of human Mdm2-MdmX association, primary screen, cell-based, luminescence, split luciferase, SaOS-2, uHTS; AID 485346, 2010; SaOS-2 split-luciferase Mdm2/MdmX complementation; Protein Mdm4 (Homo sapiens) + E3 ubiquitin-protein ligase Mdm2 (Homo sapiens), …; inhibition, % at 8 µM; actives 3% (n = 330,000);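 active = inhibition of at least 50% at 8 µM in the primary screen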
Target sequence (O15151 whole entry, looked up): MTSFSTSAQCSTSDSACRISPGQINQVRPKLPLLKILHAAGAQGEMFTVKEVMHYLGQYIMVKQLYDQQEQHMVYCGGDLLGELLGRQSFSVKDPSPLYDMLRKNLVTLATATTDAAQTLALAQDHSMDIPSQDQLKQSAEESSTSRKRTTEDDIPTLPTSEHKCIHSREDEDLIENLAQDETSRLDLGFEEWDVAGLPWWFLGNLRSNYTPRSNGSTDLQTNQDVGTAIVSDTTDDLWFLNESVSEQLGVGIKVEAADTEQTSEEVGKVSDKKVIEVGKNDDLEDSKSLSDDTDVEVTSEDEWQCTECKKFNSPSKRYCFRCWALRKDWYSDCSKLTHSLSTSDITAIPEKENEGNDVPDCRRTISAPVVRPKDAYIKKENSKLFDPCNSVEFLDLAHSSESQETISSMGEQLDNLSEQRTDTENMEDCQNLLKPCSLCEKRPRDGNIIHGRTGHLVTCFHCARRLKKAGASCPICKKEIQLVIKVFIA
Target sequence (Q00987 whole entry, looked up): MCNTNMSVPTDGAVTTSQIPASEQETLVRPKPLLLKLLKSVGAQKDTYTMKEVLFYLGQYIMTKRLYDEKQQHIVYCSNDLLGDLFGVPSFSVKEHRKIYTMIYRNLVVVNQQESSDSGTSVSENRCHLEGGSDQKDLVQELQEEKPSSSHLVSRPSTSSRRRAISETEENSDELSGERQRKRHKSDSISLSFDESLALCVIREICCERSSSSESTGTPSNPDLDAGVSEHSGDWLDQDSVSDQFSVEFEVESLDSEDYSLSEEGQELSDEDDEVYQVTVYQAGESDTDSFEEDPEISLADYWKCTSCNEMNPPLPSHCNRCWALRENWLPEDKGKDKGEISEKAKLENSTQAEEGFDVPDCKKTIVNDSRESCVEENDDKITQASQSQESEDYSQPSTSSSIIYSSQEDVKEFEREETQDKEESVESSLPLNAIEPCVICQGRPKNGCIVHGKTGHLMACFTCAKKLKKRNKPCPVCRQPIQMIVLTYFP
697 NFkB inh – inhibitors of PMA/ionomycin-induced NF-kB reporter, 697 cells, primary screen, B-cell NF-kB inhibitor project, cell-based, luminescence, uHTS | inhibition, % at 4 µM | actives 0.33% (n = 330,000) | 697 B-cell NF-kB luciferase reporter, 16 h; in the data active = inhibition above about 35%
The depositor's hits bear a star. An unsorted share of the library; about 6.6% have a hit in one of these screens.

Results for C/C(=N\NC(=O)c1cc2ccccc2cc1O)c1ccccn1 ?
UPR XBP1 act: 0; TIM10 inh: -22; tim10-1 inh: 60*; UPR CHOP act: 245*; tim23-1 inh: 29; Jurkat NFkB inh: -7; Mdm2 MdmX PPI: 53*; 697 NFkB inh: -183

What do the screens show for `O=[N+]([O-])c1cccc(CNc2ccc3c(c2)CCC3)c1`?
UPR XBP1 act: 0; TIM10 inh: 11; tim10-1 inh: 12; UPR CHOP act: 3.6; tim23-1 inh: 17; Jurkat NFkB inh: -12; Mdm2 MdmX PPI: 1; 697 NFkB inh: -3

How did CC1CC(=O)Nc2ccccc2N1C(=O)CSc1nnnn1C (stereo not drawn) do in these assays?
UPR XBP1 act: -3; TIM10 inh: 3; tim10-1 inh: -6; UPR CHOP act: -1.8; tim23-1 inh: 2; Jurkat NFkB inh: 4; Mdm2 MdmX PPI: -11; 697 NFkB inh: 15

What do the screens show for `CCn1cc(C(=O)N[C@@H](C)C(=O)NCCCn2ccnc2)c(=O)c2cc3c(cc21)OCO3`?
UPR XBP1 act: -2; TIM10 inh: 1; tim10-1 inh: -1; UPR CHOP act: 0.1; tim23-1 inh: 4; Jurkat NFkB inh: 17; Mdm2 MdmX PPI: -12; 697 NFkB inh: 8

What do the screens show for `COc1ccccc1-c1cc(C(F)(F)F)nc(N2CCCC2)n1`?
UPR XBP1 act: 1; TIM10 inh: -6; tim10-1 inh: 18; UPR CHOP act: -0.7; tim23-1 inh: -2; Jurkat NFkB inh: 3; Mdm2 MdmX PPI: -4; 697 NFkB inh: -24

How did Cc1cc(=O)n2nc(N3CCC(C(=O)NC(C)c4ccccc4)CC3)sc2n1 (stereo not drawn) do in these assays?
UPR XBP1 act: 0; TIM10 inh: 10; tim10-1 inh: -3; UPR CHOP act: -0.9; tim23-1 inh: 5; Jurkat NFkB inh: 3; Mdm2 MdmX PPI: 9; 697 NFkB inh: -4

Results for COc1cc(/C=C/C(=O)N2CCOCC2)ccc1OCc1ccccc1 ?
UPR XBP1 act: 1; TIM10 inh: 0; tim10-1 inh: 21; UPR CHOP act: 0.3; tim23-1 inh: 18; Jurkat NFkB inh: -41; Mdm2 MdmX PPI: -8; 697 NFkB inh: -17

Results for CC(C)(C)C1CCC(=NNC(=O)c2ccco2)CC1 (stereo not drawn) ?
UPR XBP1 act: -2; TIM10 inh: 1; tim10-1 inh: -8; UPR CHOP act: -0.1; tim23-1 inh: -1; Jurkat NFkB inh: 10; Mdm2 MdmX PPI: -7; 697 NFkB inh: -6

What do the screens show for `C=CCNC(=S)N1CCN(c2ccccc2Cl)CC1`?
UPR XBP1 act: -2; TIM10 inh: 15; tim10-1 inh: 17; UPR CHOP act: 2.7; tim23-1 inh: 49; Jurkat NFkB inh: -6; Mdm2 MdmX PPI: 7; 697 NFkB inh: 11

What do the screens show for `Cc1cccc(OCC(=O)Nc2ccc(N3CCCC3)cc2)c1C`?
UPR XBP1 act: 1; TIM10 inh: 13; tim10-1 inh: 16; UPR CHOP act: -1.1; tim23-1 inh: 19; Jurkat NFkB inh: -17; Mdm2 MdmX PPI: 18; 697 NFkB inh: -16

How did CCOC(=O)c1c(NC(=O)CCC(=O)N(CC)CC)sc2c1CC(C)(C)OC2 do in these assays?
UPR XBP1 act: -1; TIM10 inh: -5; tim10-1 inh: -2; UPR CHOP act: 2.2; tim23-1 inh: 20; Jurkat NFkB inh: 6; Mdm2 MdmX PPI: 25; 697 NFkB inh: 25

What do the screens show for `COCCN(CCOC)S(=O)(=O)c1ccc(C(=O)Nc2nnc(C3CC3)o2)cc1`?
UPR XBP1 act: 0; TIM10 inh: -5; tim10-1 inh: -9; UPR CHOP act: 0.9; tim23-1 inh: 7; Jurkat NFkB inh: -1; Mdm2 MdmX PPI: -11; 697 NFkB inh: 1

Results for CCCSc1nnc(NC(=O)c2nc(SC)ncc2Cl)s1 ?
UPR XBP1 act: 0; TIM10 inh: 24; tim10-1 inh: 28; UPR CHOP act: 0.7; tim23-1 inh: 29; Jurkat NFkB inh: 7; Mdm2 MdmX PPI: -5; 697 NFkB inh: -12

How did COC(=O)c1ccc(COC(=O)c2ccccc2OC)cc1 do in these assays?
UPR XBP1 act: 3; TIM10 inh: -1; tim10-1 inh: 19; UPR CHOP act: 4.1; tim23-1 inh: 11; Jurkat NFkB inh: -21; Mdm2 MdmX PPI: -14; 697 NFkB inh: -10

Results for COc1ccc(-c2[nH]ncc2CN(C)Cc2cccnc2)c(F)c1 ?
UPR XBP1 act: 0; TIM10 inh: 2; tim10-1 inh: 16; UPR CHOP act: 1.1; tim23-1 inh: -1; Jurkat NFkB inh: -15; Mdm2 MdmX PPI: -23; 697 NFkB inh: -16

How did O=C(NCC(=O)N1CCN(S(=O)(=O)c2c(F)cccc2F)CC1)c1ccccc1F do in these assays?
UPR XBP1 act: -2; TIM10 inh: 7; tim10-1 inh: -7; UPR CHOP act: 2.1; tim23-1 inh: 18; Jurkat NFkB inh: 15; Mdm2 MdmX PPI: -6; 697 NFkB inh: -10

What do the screens show for `Cc1cccc(N2CC(=O)N(c3cccc(C)c3)CC2=O)c1`?
UPR XBP1 act: 2; TIM10 inh: -16; tim10-1 inh: 5; UPR CHOP act: 0.1; tim23-1 inh: 5; Jurkat NFkB inh: -19; Mdm2 MdmX PPI: -25; 697 NFkB inh: -8

How did Nc1[nH]nc2nc(NCc3ccccc3)c3c(c12)CCN(Cc1ccccc1)C3 do in these assays?
UPR XBP1 act: -4; TIM10 inh: 1; tim10-1 inh: 25; UPR CHOP act: -1.4; tim23-1 inh: 20; Jurkat NFkB inh: -2; Mdm2 MdmX PPI: 53*; 697 NFkB inh: -22

What do the screens show for `CCCc1cc(=O)[nH]c(SCC(=O)NCCC2=CCCCC2)n1`?
UPR XBP1 act: -1; TIM10 inh: 4; tim10-1 inh: -1; UPR CHOP act: -2.8; tim23-1 inh: 3; Jurkat NFkB inh: 17; Mdm2 MdmX PPI: 31; 697 NFkB inh: 4

What do the screens show for `O=C(CCc1ccccc1)Nc1cccc([N+](=O)[O-])c1`?
UPR XBP1 act: 5; TIM10 inh: 6; tim10-1 inh: 13; UPR CHOP act: 1.1; tim23-1 inh: 28; Jurkat NFkB inh: -10; Mdm2 MdmX PPI: -14; 697 NFkB inh: 0

Results for COc1ccc([C@@H]2C[C@H](c3ccccc3)Oc3cc(C)cc(C)c32)cc1 ?
UPR XBP1 act: -3; TIM10 inh: 0; tim10-1 inh: -11; UPR CHOP act: 0.4; tim23-1 inh: -11; Jurkat NFkB inh: 22; Mdm2 MdmX PPI: 25; 697 NFkB inh: 14

How did CC1(CO)COC(c2ccccc2)=N1 (stereo not drawn) do in these assays?
UPR XBP1 act: -2; TIM10 inh: 2; tim10-1 inh: -21; UPR CHOP act: -0.6; tim23-1 inh: 14; Jurkat NFkB inh: 2; Mdm2 MdmX PPI: -4; 697 NFkB inh: 2

What do the screens show for `CC(NC(=O)c1ccnc(C(C)(C)C)c1)c1ccccc1` (stereo not drawn)?
UPR XBP1 act: -2; TIM10 inh: 16; tim10-1 inh: 21; UPR CHOP act: -1.7; tim23-1 inh: 4; Jurkat NFkB inh: 5; Mdm2 MdmX PPI: -8; 697 NFkB inh: -16

Results for CCOc1cccc2sc(NC(=O)CCS(=O)(=O)c3ccccc3)nc12 ?
UPR XBP1 act: -4; TIM10 inh: 25; tim10-1 inh: 38; UPR CHOP act: -0.2; tim23-1 inh: 34; Jurkat NFkB inh: 12; Mdm2 MdmX PPI: 70*; 697 NFkB inh: -2

Results for CN(CCc1cn[nH]c1)Cc1nc(Cc2ccccc2F)no1 ?
UPR XBP1 act: 3; TIM10 inh: 17; tim10-1 inh: 12; UPR CHOP act: 0.2; tim23-1 inh: 1; Jurkat NFkB inh: 7; Mdm2 MdmX PPI: 10; 697 NFkB inh: 9

What do the screens show for `CC1CCCCC1NC(=O)CSc1nnc(-c2ccco2)n1C` (stereo not drawn)?
UPR XBP1 act: -1; TIM10 inh: 0; tim10-1 inh: 2; UPR CHOP act: 0.4; tim23-1 inh: -5; Jurkat NFkB inh: 5; Mdm2 MdmX PPI: 21; 697 NFkB inh: 18

What do the screens show for `CSCCC(NC(=O)c1ccc(Br)cc1)C(=O)O` (stereo not drawn)?
UPR XBP1 act: -2; TIM10 inh: -17; tim10-1 inh: 10; UPR CHOP act: 0.6; tim23-1 inh: 12; Jurkat NFkB inh: -1; Mdm2 MdmX PPI: 1; 697 NFkB inh: 6

What do the screens show for `COc1cc(-c2ccc3c(=O)c4ccccc4sc3c2)cc(OC)c1OC`?
UPR XBP1 act: 1; TIM10 inh: -3; tim10-1 inh: 10; UPR CHOP act: 2.6; tim23-1 inh: 6; Jurkat NFkB inh: -13; Mdm2 MdmX PPI: 41; 697 NFkB inh: -27

What do the screens show for `COc1ccc(S(=O)(=O)NC2CCCCC2)cc1F`?
UPR XBP1 act: -3; TIM10 inh: 9; tim10-1 inh: 19; UPR CHOP act: -2.1; tim23-1 inh: 14; Jurkat NFkB inh: 3; Mdm2 MdmX PPI: 11; 697 NFkB inh: 21

Results for COC(=O)C1CCN(S(=O)(=O)Cc2ccccc2)CC1 ?
UPR XBP1 act: 0; TIM10 inh: -8; tim10-1 inh: -19; UPR CHOP act: -3.1; tim23-1 inh: -4; Jurkat NFkB inh: -22; Mdm2 MdmX PPI: 16; 697 NFkB inh: -19

Retrieved one by one from above:
What do the screens show for `COc1ccc(S(=O)(=O)NC2CCCCC2)cc1F`?
UPR XBP1 act: -3; TIM10 inh: 9; tim10-1 inh: 19; UPR CHOP act: -2.1; tim23-1 inh: 14; Jurkat NFkB inh: 3; Mdm2 MdmX PPI: 11; 697 NFkB inh: 21

What do the screens show for `Cc1cccc(OCC(=O)Nc2ccc(N3CCCC3)cc2)c1C`?
UPR XBP1 act: 1; TIM10 inh: 13; tim10-1 inh: 16; UPR CHOP act: -1.1; tim23-1 inh: 19; Jurkat NFkB inh: -17; Mdm2 MdmX PPI: 18; 697 NFkB inh: -16

The list continues.
Results for COc1ccc(N/C=C2\CCc3ccccc3C2=O)cc1 ?
UPR XBP1 act: -11; TIM10 inh: 29; tim10-1 inh: 0; UPR CHOP act: -4.7; tim23-1 inh: 21; Jurkat NFkB inh: -197; Mdm2 MdmX PPI: -37; 697 NFkB inh: -290

Results for C=CCOc1ccc(-c2nc3c(c(=O)[nH]c(=O)n3CCCC)n2C)cc1Br ?
UPR XBP1 act: 39*; TIM10 inh: -30; tim10-1 inh: -14; UPR CHOP act: 3.7; tim23-1 inh: -2; Jurkat NFkB inh: 13; Mdm2 MdmX PPI: 70*; 697 NFkB inh: -9

What do the screens show for `O=S(=O)(c1ccccc1)N1CCN(Cc2ccc(Cl)cc2)CC1`?
UPR XBP1 act: -2; TIM10 inh: -2; tim10-1 inh: 3; UPR CHOP act: 2.0; tim23-1 inh: 25; Jurkat NFkB inh: -9; Mdm2 MdmX PPI: -8; 697 NFkB inh: -11

Results for O=C1c2ccccc2C(=O)N1CCc1nc2ccccc2c(=O)n1Cc1ccco1 ?
UPR XBP1 act: -3; TIM10 inh: 5; tim10-1 inh: 4; UPR CHOP act: 0.8; tim23-1 inh: 17; Jurkat NFkB inh: 5; Mdm2 MdmX PPI: 18; 697 NFkB inh: -31
